GSK3A inh: human GSK-3 alpha kinase inhibition; 0.1% of 320,000 active; AID 2650; P49840; inhibition, % at 10 µM; ADP-Glo luminescence, 60 min;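 in the data active = inhibition above about 50%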;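 note: GST-tagged GSK-3 alpha with peptide substrate and 25 µM ATP; 0% = DMSO neutral wells and 100% = GW8510 positive control wells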
Target sequence (P49840 whole entry, looked up): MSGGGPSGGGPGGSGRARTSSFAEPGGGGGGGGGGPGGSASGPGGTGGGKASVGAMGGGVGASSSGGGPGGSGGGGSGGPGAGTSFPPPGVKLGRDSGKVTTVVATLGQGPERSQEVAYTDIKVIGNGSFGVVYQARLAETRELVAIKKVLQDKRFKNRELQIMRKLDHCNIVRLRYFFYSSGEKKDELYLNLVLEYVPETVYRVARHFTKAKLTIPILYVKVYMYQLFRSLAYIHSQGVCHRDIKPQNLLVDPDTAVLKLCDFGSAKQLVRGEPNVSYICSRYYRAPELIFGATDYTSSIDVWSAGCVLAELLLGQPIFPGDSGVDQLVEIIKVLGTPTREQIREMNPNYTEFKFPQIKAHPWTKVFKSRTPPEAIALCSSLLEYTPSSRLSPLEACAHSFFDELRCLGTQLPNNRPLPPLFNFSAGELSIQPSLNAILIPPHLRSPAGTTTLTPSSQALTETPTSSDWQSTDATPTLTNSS
KCNQ1 inh: inhibitors of human KCNQ1 potassium channel. P51787. CHO-K1 KCNQ1, FluxOR thallium flux fluorescence; stronger effect = higher value. B-score at 10 µM. 1.3% of 310,000 active. AID 2642;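 active = compounds whose thallium flux B-score, printed positive for inhibition, exceeds three library SD while starting fluorescence stays within three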;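 note: channel opened by potassium depolarization with thallium stimulus after 20 min compound exposure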
PolyA inhibitor: inhibitors of polyadenylation in S. cerevisiae; S. cerevisiae SKY197-pL101 polyadenylation reporter, beta-gal luminescence; efflux-impaired pdr1/pdr3 knockout yeast; score 100 = 6 SD above DMSO; 0.02% of 300,000 active; calls only at 12 µM; AID 1875;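 active = lowest replicate activity score at least 50, where 100 means six control SD above control mean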;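 note: yeast exposed to compound for 9 h at 30 °C; higher score means more reporter readthrough which indicates perturbed polyadenylation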
GSK3B inh: human GSK3beta kinase inhibition; GST-GSK3beta kinase, ADP-Glo luminescence, 60 min; stronger effect = lower value; activity score (negative = inhibition), % at 10 µM; 0.038% of 300,000 active;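 active = more than half of replicate wells score below -50%, meaning over 50% inhibition versus plate controls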;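 note: 0% = median DMSO wells and -100% = median GW8510 positive control wells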
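Assay system: GST-tagged human GSK3beta kinase, cell-free; Input: 1.6 ng GSK3beta; Medium: Tris/MgCl2 kinase buffer; Timing: 60 min enzyme reaction, room temperature; Signal: ADP-Glo luminescence quantifying ADP generated by kinase; Evaluation: score relative to plate controls; Benchmarks: DMSO neutral wells and GW8510 at 20 µM as positive.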
HDAC3 inh: human HDAC3 inhibition | O15379 | recombinant HDAC3, fluorogenic peptide/trypsin coupled, fluorescence | inhibition, % at 8.3 µM | 0.15% of 320,000 active; in the data active = inhibition above about 26%, passing the limit was not always enough
Dyrk1A ADPGlo: blocks rat Dyrk1A kinase activity | Q63470 | ADP-Glo luminescence, NFATc1 peptide | inhibition, % at 12.5 µM | 0.43% of 310,000 active; in the data active = inhibition above about 50%;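 note: plate controls were vehicle with enzyme for no effect and no enzyme for full effect; many of its hits are not listed in these tables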
RGS4 pot: RGS4 potentiation or activation | HEK293 M3R/inducible RGS4, carbachol calcium flux Fluo4; stronger effect = lower value | B-score at 10 µM | 0.92% of 310,000 active;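 active = B-score of the integrated calcium signal more than 4 SD below the library mean, with starting fluorescence not abnormally high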;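 note: negative B-score means reduced calcium response which marks RGS4 activation or potentiation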
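Also added: carbachol at ECmax as muscarinic agonist stimulus; Assay system: HEK293 cells with stable M3R and inducible RGS4; Timing: overnight RGS4 induction, 30 min dye load 37 °C, 20 min compound RT; Measured by: Fluo4-AM (2 µM) calcium-flux fluorescence, kinetic read.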
KCNK3 block: human KCNK3 channel inhibition, primary screen; O14649; CHO-KCNK3 thallium flux, FluxOR fluorescence; stronger effect = lower value; B-score at 10 µM; 0.84% of 340,000 active; AID 602410;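 active = B-score under library mean minus 4 SD, starting fluorescence ratio at most library mean plus 5 SD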;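 note: more negative B-score means stronger inhibition of thallium flux through KCNK3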
hERG protect: hERG (human) protection from proarrhythmic block; activation (rescue from dofetilide block), less the hit threshold, % at 10 µM; AID 1511; CHO-hERG, FluxOR thallium flux, dofetilide IC70 present; Q12809; 0.51% of 310,000 active;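 active = activation above the mean of controls blocked by dofetilide plus 5 SD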;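 note: thallium influx through hERG after potassium depolarization seen as dye fluorescence rise; in these data hits start at about 4.7%; inactives centre near -7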
KCNQ1 act: potentiates or activates the human KCNQ1 potassium channel; P51787; CHO-K1 KCNQ1, thallium flux FluxOR fluorescence; stronger effect = higher value; B-score at 10 µM; 0.35% of 310,000 active; AID 2648;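 active = fluorescence ratio B-score, a plate-corrected score, at least three library SD, with initial intensity B-score within 5 SD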
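Medium – assay buffer, equal DMSO in all wells · Material – CHO-K1 cell line with stable KCNQ1 potassium channel expression · Signal – kinetic FluxOR thallium fluorescence, 10-s 1-Hz baseline, 110-s post-stimulus read · Compound – single concentration per compound, DMSO matched to controls · Schedule – 37 °C overnight plating, 90-min dark dye load, 20-min compound pretreatment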
KCNK9 block: inhibitors of human KCNK9 two-pore domain potassium channel | AID 488922 | HEK293 KCNK9, FluxOR thallium flux fluorescence; stronger effect = lower value | 1.2% of 310,000 active | Q9NPC2 | B-score at 10 µM;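 active = ratio B-score over 3 SD below the library mean, with starting fluorescence within 5 SD of its mean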;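 note: negative B-score means less thallium flux so channel inhibition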
Target sequence (Q9NPC2 whole entry, looked up, the tested form may be a part): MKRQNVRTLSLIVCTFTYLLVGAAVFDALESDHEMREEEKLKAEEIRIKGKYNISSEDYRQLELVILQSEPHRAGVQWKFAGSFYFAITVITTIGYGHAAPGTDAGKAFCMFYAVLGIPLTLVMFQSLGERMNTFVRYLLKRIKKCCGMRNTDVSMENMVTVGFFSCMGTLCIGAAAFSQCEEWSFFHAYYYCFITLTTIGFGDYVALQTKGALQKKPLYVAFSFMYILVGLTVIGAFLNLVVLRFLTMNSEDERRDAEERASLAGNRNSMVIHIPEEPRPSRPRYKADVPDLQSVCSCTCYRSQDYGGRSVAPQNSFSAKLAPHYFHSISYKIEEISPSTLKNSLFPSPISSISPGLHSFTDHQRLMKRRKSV
* = called active by the depositor; i = inactive; . = no result given.

Below each compound: GSK3A inh	KCNQ1 inh	PolyA inhibitor	GSK3B inh	HDAC3 inh	Dyrk1A ADPGlo	RGS4 pot	KCNK3 block	hERG protect	KCNQ1 act	KCNK9 block
#1 COC(=O)[C@@]1(Cc2ccc(F)cc2)[C@H]2c3cc(C(=O)N4CCCC4)n(CCCNc4ncc(C(F)(F)F)cc4Cl)c3C[C@H]2CN1C(=O)c1ccccc1
→ .	i	i	-2	4	18	i	i	-7	i	i
#2 O=C(NCC(c1ccco1)N1CCN(c2ccccc2F)CC1)c1ccc2c(c1)OCO2 (centres undefined)
→ -3	i	i	4	-9	-2	i	i	-10	i	i
#3 O=S(=O)(c1ccc(Br)s1)N1CCN(Cc2ccc3c(c2)OCO3)CC1
→ -1	i	i	0	6	3	-9.3*	i	-3	i	i
#4 Cc1cc(C)c2c(N)c(C(=O)Nc3ccccc3F)sc2n1
→ -2	i	i	3	-16	0	i	i	-6	i	i
#5 COC(=O)c1oc2ccc(OC)cc2c1N
→ 5	i	i	-7	-14	70*	i	i	-12	i	i
#6 CCCc1nnc(NC(=O)CCC(=O)N2CCN(C3CCCC3)CC2)s1
→ 1	i	i	-3	7	.	i	i	-5	i	i
#7 COc1ccc(OC)c2sc(NC(=O)C(C)C)nc12
→ -3	i	i	2	.	8	i	i	-6	i	i
#8 Cc1ccc(C2=NOC(=O)/C2=C\c2ccc(C)o2)cc1
→ -2	i	i	2	7	2	i	i	-14	i	i
#9 CCOC(=O)C1C(=O)C=C(C)C(C(=O)OCC)C1c1ccc(OC)cc1 (centres undefined)
→ 0	i	i	-3	6	2	i	i	-13	i	i
#10 O=C(Nc1cccc(S(=O)(=O)C(F)F)c1)c1ccc(S(=O)(=O)N2CCCC2)cc1
→ -1	i	i	1	4	11	i	i	-11	i	i
#11 O=C(Cn1cnc2cc([N+](=O)[O-])ccc2c1=O)NC(=O)NCc1ccccc1
→ 2	i	i	0	-6	15	i	i	-7	i	i
#12 ClC(/C=N/n1cnnc1)=C/c1ccccc1
→ -4	i	i	1	1	-9	i	i	-5	i	i
#13 COc1ccc(OCC(O)Cn2cnc(-c3ccc(Br)cc3)c2)cc1 (centres undefined)
→ -2	i	i	5	13	-2	i	i	-8	i	i
#14 COc1ccc(-c2nnc(SCC(=O)NCc3ccco3)n2C)cc1
→ 2	i	i	1	-9	-1	i	i	-8	i	i
#15 NC(=O)CSCc1nc2ccccc2s1
→ -4	i	i	-1	7	10	i	i	-2	i	i
#16 COc1cc(C(=S)N2CCC(C)CC2)ccc1O
→ -2	i	i	-3	-2	3	i	i	-8	i	i
#17 S=C(NCc1ccco1)N1CCN(c2nc(-c3ccccc3)cs2)CC1
→ 0	i	i	0	-2	-1	i	i	4	i	i
#18 CCCCc1nnc(NC(=O)c2ccc3[nH]c(=O)c(=O)[nH]c3c2)s1
→ 8	i	i	3	0	.	i	i	-6	i	i
#19 c1ccc2c(c1)nc(NCC1CCCO1)c1nnnn12 (centres undefined)
→ -2	i	i	-1	-7	-3	i	i	-10	i	i
#20 CCc1ccccc1NC(=O)C1=CC(c2cccs2)=NS(=O)(=O)N1C
→ 3	i	i	-2	1	21	i	i	-7	i	i
#21 COc1ccc(Cn2c(SCc3ccc(C)cc3)nc3cc(OC)c(OC)cc3c2=N)cc1Cl
→ 4	i	i	3	1	13	i	i	-11	i	i
#22 COc1ccc(C(=O)CSc2nnc(CNc3ccc(C)cc3C)o2)cc1
→ 7	i	i	1	2	-4	i	i	2	i	i
#23 Clc1ccccc1CSc1ncn(-c2ccccc2)n1
→ -2	i	i	2	-4	13	i	i	-14	i	i
#24 CCOC(=O)c1ccc(CN(Cc2ccccc2)S(=O)(=O)c2cccc([N+](=O)[O-])c2)cc1
→ 0	i	i	2	-4	1	i	i	-9	i	i
#25 CNC(=O)NC(=O)C(C)OC(=O)c1cc2c(s1)CCCCC2 (centres undefined)
→ 0	i	i	0	4	0	i	i	-8	i	i
#26 CC(C)(C)C(=O)/C=c1\s/c(=C\c2ccc(-c3ccc([N+](=O)[O-])cc3)o2)c(=O)n1CC(=O)NC(N)=O
→ -4	i	i	3	6	-2	i	i	-32	i	i
#27 COc1ccc(C(=O)c2ccc(N3CCOCC3)cc2)c(OC)c1
→ -1	i	i	-1	-14	-2	i	i	-1	i	i
#28 CN(C#N)c1nccc(-c2cccs2)n1
→ 4	i	i	1	-5	5	i	i	-6	i	i
#29 CCCCSc1nc(C)cc(SCC(=O)N/N=C/c2ccccc2)n1
→ 0	i	i	2	11	-1	i	i	-6	i	i
#30 COc1ccc(OC)c(CNc2ccc3c(c2)CCC3)c1
→ 0	i	i	6	-7	3	i	i	-12	i	i
#31 Cc1ccc(-c2cnc(C3CC3)o2)cc1S(=O)(=O)Nc1ccccc1
→ .	i	i	-8	.	0	i	i	-14	i	i
#32 CC(CNCc1ccc2c(c1)OCO2)NCc1ccc2c(c1)OCO2 (centres undefined)
→ 3	i	i	1	4	2	i	i	-12	i	i
#33 Cc1ccc(C2=NN(C(=O)CSc3nc(N)cc(N)n3)C(c3ccco3)C2)cc1 (centres undefined)
→ .	i	i	0	4	-4	i	i	-13	i	i
#34 CSc1nnc(-c2cc(-c3ccc(C)cc3)nc3ccccc23)o1
→ 0	i	i	-3	-3	-1	i	i	-14	i	-7.4*
#35 CCOc1cccc(/C=N/NC(=O)c2cccnc2)c1O
→ 1	i	i	-2	5	.	i	i	-10	i	i
#36 COc1ccc(NC(=O)CNS(=O)(=O)c2ccc3nc(C)sc3c2)c(OC)c1
→ -3	i	i	1	7	2	i	i	-8	i	i
#37 Cc1cc(C)c(NC(=O)CSc2nnc(SCC(=O)Nc3c(C)cc(C)cc3C)n2N)c(C)c1
→ 1	i	i	3	-9	-12	i	i	-10	i	i
#38 CC(C)(C)c1ccc(C(=O)NC(=S)NNC(=O)c2cccs2)cc1
→ 3	i	i	3	7	-1	i	i	-9	12*	i
#39 CCOc1ccc(C(=O)N2CCCC(c3nc(-c4ccc(C)o4)no3)C2)cc1 (centres undefined)
→ -3	i	i	6	10	0	i	i	-9	i	i
#40 CCc1ccc(CNC(=O)c2nn(C)c3c2CS(=O)(=O)c2ccccc2-3)cc1
→ 0	i	i	-1	-4	3	i	i	-8	i	i
#41 O=C(Cn1c(=O)oc2cccnc21)Nc1ccccc1Oc1ccc(Cl)cc1Cl
→ -2	i	i	-3	-7	.	i	.	-4	i	i
#42 COc1ccc(CC(NC(C)=O)C(=O)N2CCN(C(=O)N(C(C)C)C(C)C)CC2)cc1 (centres undefined)
→ -1	i	i	1	0	-2	i	i	-12	i	i
#43 CCC(=O)Nc1nc(C)c(-c2csc(Nc3ccc(C(=O)O)cc3)n2)s1
→ .	i	i	-8	.	43	i	i	-6	i	i
#44 CCN(CC)CCCN(CC(=O)N(C)Cc1ccccc1)C(=O)c1ccc([N+](=O)[O-])cc1
→ -3	i	i	1	1	-3	i	i	-4	i	i
#45 CC(=O)N(Cc1ccccc1C)c1cccc(C)c1C
→ -3	i	i	0	-3	-2	i	i	-5	i	i
#46 CCNC(=S)NCc1ccc2c(c1)OCO2
→ -2	i	i	0	7	-3	i	i	-7	i	i
#47 O=C(NCc1nnnn1-c1ccc(F)c(F)c1)C(=O)c1c[nH]c2ccccc12
→ -1	i	i	4	-5	9	i	i	-13	i	i
#48 CCOc1ccc(C)cc1S(=O)(=O)n1ccc(C)n1
→ -1	i	i	6	1	-3	i	i	-11	i	i
#49 CCOC(=O)C1CCN(S(=O)(=O)c2ccc3[nH]c(=O)ccc3c2)CC1
→ -1	i	i	0	-5	1	i	i	-8	i	i
#50 COc1ccc(NC(=O)C(CCSC)NC(N)=O)cc1Cl (centres undefined)
→ 2	i	i	1	-3	-4	i	i	-14	i	i
#51 O=C(O)CSCC(=O)N1CCCCC1
→ -2	i	i	0	2	-3	i	i	-11	i	i
#52 CCCc1ccc2oc(C(=O)NCCN3CCCC(O)C3)c(C)c2c1 (centres undefined)
→ .	i	i	-3	.	3	i	i	-10	i	i
#53 Cc1ccc(C(C(=O)NC2CCCC2)N(Cc2ccccc2)C(=O)c2csnn2)o1 (centres undefined)
→ -1	i	i	0	-2	6	i	i	-10	i	i
#54 O=C(c1ccc(F)cc1)N(Cc1ccco1)C1CCS(=O)(=O)C1 (centres undefined)
→ -2	i	i	-1	5	.	i	i	-10	i	i
#55 COc1cc(C)c(S(=O)(=O)n2ccc(C)n2)cc1C
→ -3	i	i	1	2	6	i	i	-8	i	i
#56 COc1ccc(OC)c(NC(=O)C23CCC(C)(C(=O)O2)C3(C)C)c1 (centres undefined)
→ -4	i	i	-6	5	1	i	i	-7	i	i
#57 O=C(NC1CCCCC1)c1ccc(S(=O)(=O)NCc2cccnc2)cc1
→ -4	i	i	3	3	-4	i	i	0	i	i
#58 Cc1ccc(NC(=S)N(Cc2ccco2)C2CCN(C(C)C)CC2)cc1
→ 0	i	i	-2	8	-3	i	i	-7	i	i

Retrieved by compound from the entries so far, six records:
Below each compound: GSK3A inh	KCNQ1 inh	PolyA inhibitor	GSK3B inh	HDAC3 inh	Dyrk1A ADPGlo	RGS4 pot	KCNK3 block	hERG protect	KCNQ1 act	KCNK9 block
#35 CCOc1cccc(/C=N/NC(=O)c2cccnc2)c1O
→ 1	i	i	-2	5	.	i	i	-10	i	i
#37 Cc1cc(C)c(NC(=O)CSc2nnc(SCC(=O)Nc3c(C)cc(C)cc3C)n2N)c(C)c1
→ 1	i	i	3	-9	-12	i	i	-10	i	i
#45 CC(=O)N(Cc1ccccc1C)c1cccc(C)c1C
→ -3	i	i	0	-3	-2	i	i	-5	i	i
#36 COc1ccc(NC(=O)CNS(=O)(=O)c2ccc3nc(C)sc3c2)c(OC)c1
→ -3	i	i	1	7	2	i	i	-8	i	i
#49 CCOC(=O)C1CCN(S(=O)(=O)c2ccc3[nH]c(=O)ccc3c2)CC1
→ -1	i	i	0	-5	1	i	i	-8	i	i
#50 COc1ccc(NC(=O)C(CCSC)NC(N)=O)cc1Cl (centres undefined)
→ 2	i	i	1	-3	-4	i	i	-14	i	i

This is a subset (hit frequency here may not be typical).
